Screens (PubChem)
L3MBTL1 block = blocks human L3MBTL1. Q9Y468. AlphaScreen L3MBTL1–H3K9me1 peptide binding. Potency, µM (doses to about 57.1 µM), inactives show at the top dose activity, negative = inhibition, actives largely listed as inhibitors. hit rate 0.66% among 230,000; active = well fitted inhibition curve with a large enough effect; inconclusive = small, poorly fitted or top-dose-only effect; inactive = no such curve, though single readings can be large or run the other way; note: nearly all actives have a fitted effect of over 60% in size
Target sequence (Q9Y468 whole entry, looked up): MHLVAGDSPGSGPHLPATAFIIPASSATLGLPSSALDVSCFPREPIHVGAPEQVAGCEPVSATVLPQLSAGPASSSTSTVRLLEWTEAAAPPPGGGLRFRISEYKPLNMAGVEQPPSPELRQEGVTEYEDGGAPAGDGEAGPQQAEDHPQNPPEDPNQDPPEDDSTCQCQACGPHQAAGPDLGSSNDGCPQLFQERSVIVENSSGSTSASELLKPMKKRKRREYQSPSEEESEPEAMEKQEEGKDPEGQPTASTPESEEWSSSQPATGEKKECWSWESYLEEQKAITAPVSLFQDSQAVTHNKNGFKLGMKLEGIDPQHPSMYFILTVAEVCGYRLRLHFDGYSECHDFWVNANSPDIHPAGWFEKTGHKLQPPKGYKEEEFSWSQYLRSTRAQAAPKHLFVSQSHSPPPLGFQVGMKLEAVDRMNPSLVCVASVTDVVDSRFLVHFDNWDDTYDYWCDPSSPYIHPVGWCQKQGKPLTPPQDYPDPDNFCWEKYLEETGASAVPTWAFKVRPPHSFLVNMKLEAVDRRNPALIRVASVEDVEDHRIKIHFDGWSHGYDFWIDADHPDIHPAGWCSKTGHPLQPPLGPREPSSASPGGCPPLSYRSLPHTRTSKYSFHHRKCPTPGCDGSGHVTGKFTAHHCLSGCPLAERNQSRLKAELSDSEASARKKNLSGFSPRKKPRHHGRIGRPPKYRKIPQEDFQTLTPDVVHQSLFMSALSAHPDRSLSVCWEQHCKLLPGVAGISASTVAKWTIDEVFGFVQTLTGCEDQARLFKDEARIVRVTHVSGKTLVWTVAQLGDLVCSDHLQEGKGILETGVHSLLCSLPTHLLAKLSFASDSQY
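First, the protein-peptide complex forms for 30 min at room temperature (L3MBTL1 50 nM, biotinylated H3K9me1 peptide 75 nM). Next, compounds are pin-transferred and incubated 30 min. Finally, AlphaScreen beads are added and read after 30 min.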
* hit, by the source's call; ? = inconclusive; [ ] = another dose, or the depositor's remark. % is set by controls: 0 for no effect and ±100 for the full control effect; potency is the fitted concentration of half-maximal effect.

SMILES	L3MBTL1 block
Cc1ccc(C)c(S(=O)(=O)N2CCN(C(=O)Cn3[nH]c(=O)c4ccccc4c3=O)CC2)c1	-1%
COC(=O)c1ccc(CNC(=O)COC(=O)/C=C/c2cc(OC)c(OC)c(OC)c2)cc1	-7%
CC(=O)NC(c1ccco1)c1cc(Cl)c2cccnc2c1O (stereo unspecified)	-28%
CC(OC(=O)C1CSC2(C)CCC(=O)N12)C(=O)Nc1ccc(F)cc1 (stereo unspecified)	5%
COc1ccc(/C=C2\SC(=O)N(CCNC(=O)C3=COCCO3)C2=O)cc1	2%
CC[C@]1(C(=O)OC)[C@H]2C(=O)N(C)C(=O)[C@H]2[C@H]2CN=C(SCc3ccc(C#N)cc3)N21	-3%
C[C@H](NC(=O)c1ccccc1Cl)C(=O)OCc1cn2cc(Cl)ccc2n1	9%
Cc1ccccc1OCC(=O)Nc1cccc(Cl)c1C	21%
CCCn1c(N)c(C(=O)CSc2nc(C)nc3sc(C)c(C)c23)c(=O)[nH]c1=O	4%
CCCn1c(SCC(=O)c2c(N)n(C3CC3)c(=O)[nH]c2=O)nnc1-c1ccncc1	-1%
CC(NC(=O)c1cccc(S(=O)(=O)N2CCN(C)CC2)c1)c1ccc(Cl)cc1Cl (stereo unspecified)	-6%
COc1ccc(COC(=O)c2ccc(C)c(S(=O)(=O)N3CCOCC3)c2)cc1F	14%
COCCCNC(=S)N1CCC(C(=O)c2ccc(Cl)cc2)CC1	1%
C[C@H](CO)N1C[C@H](C)[C@@H](CN(C)Cc2ccc(C(=O)O)cc2)Oc2c(NS(=O)(=O)c3ccc(F)cc3)cccc2C1=O	6%
CC1(C)NC(=O)N(CC(=O)OCC(=O)NC(=O)c2ccccc2)C1=O	0%

Reformatted as a markdown table: 7 of the compounds above
| canonical_smiles | L3MBTL1 block |
| --- | --- |
| COC(=O)c1ccc(CNC(=O)COC(=O)/C=C/c2cc(OC)c(OC)c(OC)c2)cc1 | -7% |
| CC(NC(=O)c1cccc(S(=O)(=O)N2CCN(C)CC2)c1)c1ccc(Cl)cc1Cl (stereo unspecified) | -6% |
| C[C@H](CO)N1C[C@H](C)[C@@H](CN(C)Cc2ccc(C(=O)O)cc2)Oc2c(NS(=O)(=O)c3ccc(F)cc3)cccc2C1=O | 6% |
| CCCn1c(SCC(=O)c2c(N)n(C3CC3)c(=O)[nH]c2=O)nnc1-c1ccncc1 | -1% |
| CC(=O)NC(c1ccco1)c1cc(Cl)c2cccnc2c1O (stereo unspecified) | -28% |
| C[C@H](NC(=O)c1ccccc1Cl)C(=O)OCc1cn2cc(Cl)ccc2n1 | 9% |
| COCCCNC(=S)N1CCC(C(=O)c2ccc(Cl)cc2)CC1 | 1% |

Shown in markdown: 2 of the compounds above.
| smiles | L3MBTL1 block |
| --- | --- |
| Cc1ccc(C)c(S(=O)(=O)N2CCN(C(=O)Cn3[nH]c(=O)c4ccccc4c3=O)CC2)c1 | -1% |
| COC(=O)c1ccc(CNC(=O)COC(=O)/C=C/c2cc(OC)c(OC)c(OC)c2)cc1 | -7% |

Going on with the list:
SMILES	L3MBTL1 block
Nc1cccc(-c2nc3ccc(C(=O)c4ccccc4)cc3[nH]2)c1	-13%
Cc1[nH]c2ccccc2c1C(=O)C(C)OC(=O)c1ccc(Cl)nc1 (stereo unspecified)	-6%
Cc1ccc(S(=O)(=O)N2[C@@H](c3ccccc3F)C(C(=O)O)=CC[C@H]2c2cccc(C)c2)cc1	31%[activator]
CN(C)C(CNC(=O)c1ccc(OCc2cn3ccccc3n2)cc1)c1ccco1 (stereo unspecified)	-29%
COc1ccc([C@H]2CC(=O)C=C(c3ccc4c5c(cccc35)CC4)C2)cc1	-10%
Cn1c(-c2nonc2N)nc2ccccc21	1%
O=S(=O)(c1ccc2c(c1)OCCO2)N1CCN(S(=O)(=O)c2ccco2)CC1	3%
CCc1ccc(CN(C)C(C)C(=O)Nc2ccc(S(=O)(=O)N3CCCC3)cc2)cc1 (stereo unspecified)	-1%
CCN1CCN(c2ccc(Cl)cc2NC(=O)c2ccc(-n3nc(C)cc3C)cc2)CC1	-12%
Cc1ccccc1NC(=O)COC(=O)C1CC2CCCC(C1)C2=O (stereo unspecified)	29%
O=C1C=C(c2ccc(Cl)c(C(F)(F)F)c2)C[C@@H](c2ccc3c(c2)OCO3)C1	-6%
Cc1c(C(=O)N2CCc3ccccc3C2)oc2ccc(Br)cc12	18%
COc1ccc(CNC(=O)COC(=O)c2ccc(C)c(S(=O)(=O)N3CCOCC3)c2)cc1OC	0%
CC(C)CC1Nc2ncnc(N3CCCCC3)c2N(Cc2ccc(Br)cc2)C1=O (stereo unspecified)	-5%
COc1cc(SC)ccc1C(=O)NNC(=O)C1COc2ccccc2O1 (stereo unspecified)	3%
CCOC(=O)N1CCN(S(=O)(=O)c2ccc(C(=O)N(CCCN(C)C)c3nc4c(C)c(C)ccc4s3)cc2)CC1	-5%
O=C(COc1ccc(-c2ccccc2)cc1)Nc1cccnc1	-2%
CN(C)CCCNc1oc(-c2ccccc2Cl)nc1S(=O)(=O)c1ccccc1	?
Cc1cccc(C(=O)NCC(=O)N2CCN(S(=O)(=O)c3ccc4c(c3)OCCO4)CC2)c1	3%
O=C(COC(=O)c1ccc(F)cc1Cl)Nc1cccc(S(=O)(=O)N2CCOCC2)c1	1%
C[C@H](CO)N1C[C@H](C)[C@H](CN(C)Cc2ccccc2)Oc2ccc(NC(=O)Nc3ccc(F)cc3)cc2C1=O	-7%
COc1ccc(-c2nn(-c3ccccc3)cc2C(=O)N2CCN(C(=O)c3ccco3)CC2)cc1	2%
C=CCN(c1ccccc1)S(=O)(=O)c1cccc(C(=O)NNC(=O)c2ccncc2)c1	3%
CC(OC(=O)[C@@H](NC(=O)c1ccco1)C(C)C)C(=O)Nc1ncc(Cl)cc1Cl (stereo partly specified)	-1%
Cc1ccc(OCCC(=O)OCC(=O)NC2CCS(=O)(=O)C2)cc1 (stereo unspecified)	2%
N#Cc1ccc(OC(=O)C2CCN(C3=NS(=O)(=O)c4ccccc43)CC2)cc1	5%
CCC1(c2ccc(F)cc2)NC(=O)N(CC(=O)NC2CCCC(C)C2C)C1=O (stereo unspecified)	8%
CC(C)CN(C(=O)CCC(=O)OCc1ccc(Cl)cc1Cl)c1c(N)n(CC(C)C)c(=O)[nH]c1=O	4%
Cn1nc(C(=O)NNC(=O)c2cccc(Cl)c2)c2ccccc2c1=O	3%
CC1(C)O[C@@H]2C[C@H]3[C@@H]4CCC5=CC(=O)CC[C@]5(C)[C@@]4(F)[C@@H](O)C[C@]3(C)[C@]2(C(=O)CCl)O1	-6%

3 compounds out of the list above, ordered by their value in L3MBTL1 block, low to high:
SMILES	L3MBTL1 block
CCOC(=O)N1CCN(S(=O)(=O)c2ccc(C(=O)N(CCCN(C)C)c3nc4c(C)c(C)ccc4s3)cc2)CC1	-5%
COc1ccc(-c2nn(-c3ccccc3)cc2C(=O)N2CCN(C(=O)c3ccco3)CC2)cc1	2%
C=CCN(c1ccccc1)S(=O)(=O)c1cccc(C(=O)NNC(=O)c2ccncc2)c1	3%

The listing continues.
SMILES	L3MBTL1 block
COc1ccc([N+](=O)[O-])cc1NS(=O)(=O)c1cccc(C(=O)NCCCN2CCCC2=O)c1	3%
CCn1nc(C(=O)NNC(=O)C2CSC3(C)CCC(=O)N23)c2ccccc2c1=O (stereo unspecified)	2%
CCCCn1c(N)c(N(CC(C)C)C(=O)c2ccc(-c3ccc(Cl)cc3)o2)c(=O)[nH]c1=O	0%
Cc1cc(C)cc(OC(=O)c2cccnc2)c1	5%
N#Cc1ccc(C(=O)Nc2cc(S(=O)(=O)N3CCOCC3)ccc2N2CCCC2)cc1	-9%
COc1ccc(NS(=O)(=O)c2ccc(C(=O)N3CCC(C)CC3)cc2)cc1	3%
Cc1ccc(C2(C)NC(=O)N(CC(=O)NNC(=O)c3ccoc3C)C2=O)cc1 (stereo unspecified)	0%
CC(=O)c1ccc2c(c1)C1C=CCC1C(c1cc3c(cc1Br)OCO3)N2 (stereo unspecified)	?
CC1(C2CC2)NC(=O)N(CC(=O)N2CCN(S(=O)(=O)c3ccc(F)c(F)c3)CC2)C1=O (stereo unspecified)	11%
CCOc1cc(N2CCOCC2)c(OCC)cc1NC(=O)C1=COCCO1	-2%
Cc1ccc(NC(=O)COC(=O)C2CC3CCCC(C2)C3=O)c([N+](=O)[O-])c1 (stereo unspecified)	1%
CCOC(=O)c1c(C)[nH]c(C(=O)OCC(=O)c2ccc3c(c2)NC(=O)CO3)c1C	0%
COCCN(C(=O)CSCC(=O)Nc1cccc(C)c1)c1c(N)n(Cc2ccccc2)c(=O)[nH]c1=O	-1%
O=C(NNC(=O)c1cc(F)c(F)cc1Cl)c1ccc(NS(=O)(=O)c2cccs2)cc1	4%
COc1cc(S(=O)(=O)Nc2ccc3nc(C)sc3c2)ccc1NC(C)=O	-5%
COc1ccc(C(=O)OCC(=O)NC(=O)NC2CCCC2)cc1OC	-9%
CC1(C)C(=O)Nc2ccccc2N1C(=O)COC(=O)/C=C/c1ccc(OC(F)F)cc1	-2%
COc1ccc(OCC(=O)NNC(=O)C2CCC2)cc1	5%
O=C(Nc1ccccc1)c1nc[nH]c1C(=O)NCc1ccccc1	-2%
CCOc1ccccc1N1CC(C(=O)N(CC)CC(=O)Nc2ccc3c(c2)OCCO3)CC1=O (stereo unspecified)	5%
Cc1ccccc1CN(C)C(=O)COC(=O)c1ccc2[nH]c(C)c(C)c2c1	-6%
CCc1noc(C)c1C(=O)Nc1nc2c(C)cccc2s1	-2%
O=C(NNC(=O)c1cncc(Br)c1)c1ccncc1	1%
CN(CC(=O)Nc1ccc(F)cc1)CC(=O)NC1CCCCC1	4%
Cc1nnc2ccc(-c3ccc(NS(=O)(=O)c4ccccc4)cc3)nn12	-2%
CCCn1c(NC(=O)CCNC(=O)c2ccccc2Cl)nc2ccccc21	-3%
CCc1cc(=O)oc2c(C)c(OC(C)C(=O)N3CC[C@@]4(O)CCCC[C@H]4C3)ccc12 (stereo partly specified)	0%
O=C(NN=C1CCCCC1)Nc1ccccc1Cl	-6%
O=C(CC1SC(N2CCCC2)=NC1=O)Nc1ccc(C(=O)Nc2ncccc2O)cc1 (stereo unspecified)	-12%
Cc1ccc2nc(SCC(=O)OCc3ccccc3)nc(=O)n2c1	-16%
O=C(CN1C(=O)NC2(CCCC2)C1=O)Nc1cc(C(F)(F)F)ccc1N1CCCCC1	-8%
CCC(CO)Oc1cc(NCc2ccc(C)c(C)c2)c2ncn(C(C)C)c2c1 (stereo unspecified)	-24%
O=C(NCCC(=O)N1O[C@@H]2C=C[C@H]1C2)OCC1c2ccccc2-c2ccccc21	10%
CC1Cc2ccccc2N1C(=O)COC(=O)c1n[nH]c(=O)c2ccccc12 (stereo unspecified)	-3%
CN(CC(=O)Nc1ccccc1Cl)C(=O)Cn1nnc(-c2ccc(F)cc2)n1	0%
CCS(=O)(=O)Nc1ccc(C2=NN(C(=O)c3ccco3)C(c3ccco3)C2)cc1 (stereo unspecified)	-8%
Cc1cc(F)ccc1NC(=O)C1CCN(C(=O)Nc2ccccc2)CC1	8%
COc1ccc(CN(C)CC(=O)Nc2cccc(S(=O)(=O)N(C)c3ccccc3)c2)c(OC)c1	-12%
COc1ccc(COC(=O)NC(C(=O)O)c2ccccc2)cc1 (stereo unspecified)	-2%
CC12CCC(=O)N1C(C(=O)NCCN1C(=O)S/C(=C\c3ccccc3Cl)C1=O)CS2 (stereo unspecified)	-1%
CC(=O)N1CCN(C(=O)c2ccc(C)c(S(=O)(=O)N3CCCCC3)c2)CC1	-3%
COc1cc2c(C(F)(F)F)c(-c3ccsc3)oc(=O)c2cc1OC	0%
COc1cc(-c2nnc(NC(=O)CCS(=O)(=O)c3ccccc3)o2)cc(OC)c1OC	-7%
Cc1cc(=O)oc2cc(OCC(=O)N3CC(=O)Nc4ccccc43)c(Cl)cc12	3%
CN(C(=O)c1ccccc1OCc1ccc(F)cc1)c1c(N)n(Cc2ccccc2)c(=O)[nH]c1=O	0%
CCOC(=O)N1CCN(C(=O)c2ccc(S(=O)(=O)Nc3ccc(C)cc3)cc2)CC1	1%
O=C(CCC1CCCC1)NCCS(=O)(=O)N1CCN(c2ccc(F)cc2)CC1	-1%
Cc1[nH]c(SCC(=O)Nc2cc(S(C)(=O)=O)ccc2Cl)nc1Cc1ccccc1	8%
CSc1ncccc1C(=O)OCC(=O)N1CCc2ccccc21	-5%
Cc1ccc2c(CC(=O)N(CC3CCCO3)c3c(N)n(Cc4ccccc4)c(=O)[nH]c3=O)coc2c1 (stereo unspecified)	-3%
CC1CN(C(=O)c2cccc(S(=O)(=O)N3CCN(c4ccccc4)CC3)c2)CC(C)O1 (stereo unspecified)	5%
CC(C)C[C@@]12C(=O)N(c3cccc(F)c3)C(=O)N1[C@H](c1ccc(Br)cc1)[C@@H]1C(=O)N(C(C)(C)C)C(=O)[C@@H]12	0%
C=CCNC(=O)c1n[nH]c2c1CC(C(C)(C)CC)CC2 (stereo unspecified)	0%
COc1ccccc1CN(C)C(=O)COC(=O)c1ccc(Cl)nc1	1%
Cc1ccc(S(=O)(=O)CCC(=O)OCC(=O)NCCc2ccccc2)cc1	-3%
COc1ccc(NC(=O)COC(=O)CNC(=O)COc2ccccc2)cc1OC	-8%
CC(=O)Nc1ccc(NC(=O)C(C)Oc2ccccc2C(=O)NCc2ccccc2)cc1 (stereo unspecified)	-2%
Cc1nn(CC(=O)N2CCc3ccccc32)c(C)c1S(=O)(=O)NC(C)(C)C	-2%
CC[C@]12c3[nH]c4ccccc4c3CCN1C(=O)C(CC(=O)NCCC1=CCCCC1)C[C@@H]2C(=O)N1CCN(C(=O)c2ccco2)CC1 (stereo partly specified)	-9%
CC(C)(C)c1ccc(C(=O)NC(=O)CSc2n[nH]c(N)n2)cc1	5%
COC(=O)[C@H](Cc1ccccc1)NC(=O)Cn1cnc(C(=O)Nc2ccc(C)c(C)c2)n1	1%
C[C@@H]1CN([C@@H](C)CO)C(=O)c2cc(NC(=O)CCC(F)(F)F)ccc2O[C@H]1CN(C)Cc1ccc(Cl)c(Cl)c1	-3%

Only part of the results is shown (hit frequency here may not be typical).
